# From PubChem
# Abeta yeast res = restores growth of yeast expressing A-beta42 peptide. yeast expressing A-beta42, growth rescue, OD600, 48 h; response scale: 0% DMSO, 100% iron-clioquinol control. Potency, µM (titrated, usually from 46.1 µM), for the others: at the highest dose growth rescue, actives largely listed as activators. AID 1347071. actives 0.063% (n = 410,000); note: potency is the fitted concentration of half-maximal effect; nearly all actives have a fitted effect of over 55% in size
#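 Yeast A-beta toxicity model in growth medium with pinned compounds, 48 h at 30 C; growth read as absorbance at 600 nm. Normalized to FeCl3/clioquinol equimolar mix (positive) and DMSO (negative).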
# Akt phos inh = inhibitors of Akt phosphorylation | Neuro2A IGF-stimulated pAkt S473 HTRF, 20 min; hits give low values | activity change, % for hits at 50 µM | actives 0.32% (n = 360,000) | AID 651550; in the data active = activity change below about -80%; inconclusive = mostly about -51% to -80%; note: % is set by controls: 0 for no effect and ±100 for the full control effect
#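 Single-point screen (50 µM final compound) in Neuro2A cells stimulated 20 min with 6 nM IGF at 37 deg C. After lysis, Ser473-phosphorylated Akt read by HTRF (ex 330 nm, em 615/665 nm) as the 665/615 ratio.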
# MmCpn inh = blocks the Methanococcus maripaludis chaperonin Mm-Cpn. purified Mm-Cpn ATPase, ADP Transcreener TR-FRET. Potency, µM (highest dose often 76.9 µM), for the others: at the highest dose activity, negative = inhibition, actives largely listed as inhibitors. actives 0.031% (n = 330,000); note: potency is the fitted concentration of half-maximal effect; % is set by controls: 0 for no effect and ±100 for the full control effect; nearly all actives have a fitted effect of over 80% in size
#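 Purified archaeal Mm-CPN (25nM final) preincubated 10 min at 37degC with compound, then 10uM ATP for 30 min at 37degC; ADP measured by HTRF Transcreener TR-FRET; buffer 30 mM TRIS pH 7.4, 100mM KCl, 5mM MgCl2, 1mM DTT.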
# Nrf2 block = inhibitors of Nrf2 signaling. A549 ARE-Fluc reporter, luciferase luminescence, 18-24 h. Potency, µM (titrated, usually from 46 µM), for inactives: at the top dose activity change, negative = inhibition, usual class: inhibitors. actives 2.1% (n = 360,000); note: potency is the fitted concentration of half-maximal effect; % is set by controls: 0 for no effect and ±100 for the full control effect; nearly all actives have a fitted effect of over 60% in size
#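 In this cell-based qHTS, ARE-driven firefly luciferase in A549 cells reports Nrf2 activity; the luminescent signal after BugLite lysis is the measured value, with a prior CellTiter-Fluor read for cell health.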
# A549 tox = A549 cytotoxicity, counter-screen for Nrf2 inhibitors; actives 0.16% (n = 390,000); A549 ARE-Fluc cells, CellTiter-Fluor viability, 18-24 h; Potency, µM (top dose mostly 46 µM), for the others: at the top dose activity change, negative = cytotoxicity, usual class: inhibitors; AID 504648; note: potency is the fitted concentration of half-maximal effect; % is set by controls: 0 for no effect and ±100 for the full control effect
#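 A549 ARE-Fluc cells in 5% FBS OPTI-MEM, 5000 cells/well, rested 2 h then exposed to compounds in concentration-response for 18-24 h at 37 °C. Viability by CellTiter-Fluor fluorescence (Ex 405/Em 525) after 30 min; luciferase luminescence (BugLite, 15 min, RT) read afterwards.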
# TGFb inhibitor = inhibitors of TGF-b signaling | HepG2 CAGA-GFP TGF-b/SMAD3 reporter, GFP fluorescence, 18 h; TGF-beta stimulated, 500 pg/mL final | Potency, µM (titrated, usually from 46.1 µM), for inactives: at the top dose activity, negative = inhibition, most hits filed as inhibitors | actives 1.2% (n = 410,000) | AID 588855; note: potency is the fitted concentration of half-maximal effect; % is set by controls: 0 for no effect and ±100 for the full control effect; nearly all actives have a fitted effect of over 65% in size
#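 TGF-beta reporter screen: HEPG2 CAGA-GFP, 1% FBS, 500 pg/mL TGF-beta final, 18 h; per-cell GFP summed per well; curves fitted and categorized by class.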
# CCT chaperon mod = modulators of cytosolic chaperonin (CCT/TRiC) activity | purified chaperonin ATPase assay, HTRF ADP detection, 30 min | activity change, % (no concentration beside the values), hits read low | actives 0.3% (n = 360,000); in the data active = activity change below about -30%; note: % is set by controls: 0 for no effect and ±100 for the full control effect
#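 Nucleotide hydrolysis assay: TRiC at 20–40 nM final (set by batch activity) with 10 uM ATP, 30 min at 37 °C, in presence of 76 uM compound. Detection by competitive ADP HTRF, 30 min ambient.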
# Nrf2 ARE act = activates Nrf2 signaling; AREc32 ARE-luciferase reporter (MCF7-derived line), luminescence, 24 h; Potency, µM (series often up to 46.1 µM), inactives show top-dose activation, usual class: activators; actives 0.31% (n = 410,000); note: potency is the fitted concentration of half-maximal effect; % of control where 0% means no effect; nearly all actives have a fitted effect of over 65% in size
#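 Reporter line AREc32 (ARE-Fluc), seeded overnight in OPTI-MEM with 5% FBS; compound pin-transferred, 24 hr at 37 deg C, 5% CO2; luminescent read-out.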
# HepG2 tox = kills HepG2 cells in TGF-b inhibitor counter-screen; HepG2 CAGA-GFP viability, ATP luminescence, 18 h; Potency, µM (doses to about 46.1 µM), for the others: top-dose activity change, negative = cytotoxicity, actives largely listed as cytotoxic; actives 0.76% (n = 410,000); AID 588856; note: potency is the fitted concentration of half-maximal effect; some results filed as inactive show a strong effect at the top dose
#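 CellTiter-Glo luminescence gave cytotoxicity after 18 hours at 37 degrees C. The cells were HepG2 CAGA-GFP in 1% FBS DMEM, stimulated with 500 pg/mL TGF-beta after compound addition. %Activity was normalised to no-cell wells (complete cell-killing) and DMSO (no toxicity), and curves were fitted and classified.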
# An asterisk follows results filed as active; i = inactive; ? = inconclusive; · = no result given; [ ] = remark or other dose. Unless noted, calls come from the whole dose curve; as a rule, active = well fitted curve in the direction sought with a large enough effect; inconclusive = small, poorly fitted or top-dose-only effect, or another doubt; inactive = no such curve, though single readings can be large; an effect the other way counts as inactive or inconclusive.
SMILES,Abeta yeast res,Akt phos inh,MmCpn inh,Nrf2 block,A549 tox,TGFb inhibitor,CCT chaperon mod,Nrf2 ARE act,HepG2 tox
O=C(O)C1CC(C(=O)O)SS1 (stereo not given),-19%,i,·,9%,0%,0%,2.0,1.6%,-6%
Cc1c(C(=O)N2CCOCC2)oc2ccc(S(=O)(=O)N3CCCCCC3)cc12,2%,i,·,?,1%,20%,-1.3,0.4%,-12%
COc1cccc(C(=O)N2CCSC2=S)c1,-65%[inhibitor],i,2%,-17%,-5%,0%,0.5,-0.6%,-26%
Cc1cc(NC(=O)CN2C(=O)NC3(CCCCC3)C2=O)ccc1N1CCCC1,5%,i,-2%,2%,0%,8%,1.9,2.4%,-31%
Cc1ccc(C)c(NC(=S)N2CCC(NC(=O)c3cccc(F)c3)CC2)c1,-10%,i,1%,-5%,-5%,9%,1.1,2.7%,-3%
CC(C)CC(=O)Nc1ccc(S(=O)(=O)Nc2nccs2)cc1,11%,i,0%,5%,5%,-20%,-2.3,-0.7%,-3%
C(CNC1C2CC3CC(C2)CC1C3)CN1CCOCC1 (stereo not given),7%,i,-3%,19%,-9%,26%,-1.4,-0.9%,9%
Cc1ccc(C)c(CN2CCC(CNC(=O)Nc3ccc(C)c(F)c3)CC2)c1,2%,i,-1%,-26%,-14%,-16%,2.2,1.0%,-24%
Cc1ccc(NS(=O)(=O)c2ccc(-c3coc(C)n3)cc2)c(Br)c1,0%,i,-3%,-11%,7%,-2%,-3.8,0.3%,-27%
CCC(CO)Nc1ccn2nc(-c3cccs3)cc2n1 (stereo not given),-22%,i,·,·,·,9%,-0.4,0.1%,-3%
COCCNC(=O)CCc1c(C)n(C)c2cc(-c3cc(OC)c(OC)c(OC)c3)nn2c1=O,-14%,·,·,·,0%,0%,·,-0.7%,-5%
COc1ccc(C(=O)N/C=C/n2cnc3cc(C(F)(F)F)ccc32)cc1,0%,i,0%,-1%,2%,10%,-4.2,-0.4%,11%
COc1ccc(Nc2nnc(C)c3ccccc23)cc1,-12%,i,0%,12%,1%,-17%,1.0,6.6%,-50%
COc1ccccc1N(CC(=O)N/N=C(\C)c1cccc(Br)c1)S(C)(=O)=O,-8%,i,1%,-5%,-7%,1%,-1.1,3.1%,1%
CC(=O)c1ccc(-c2ccc(C(=O)Nc3nc(-c4ccccn4)cs3)o2)cc1,-33%,i,-9%,-6%,-15%,13µM*,0.5,3.5%,-58%
COc1cc(NC2c3ccccc3C(=O)N2Cc2ccccc2Cl)cc(OC)c1 (stereo not given),9%,i,-1%,?,?,?,1.3,-0.2%,-39%
Cc1ccccc1C(=O)/C(C#N)=N/Nc1c(C)n(C)n(-c2ccccc2)c1=O,-43%[inhibitor],i,-12%,8.2µM*,18µM*,?,-0.9,-0.1%,-5%
CCOC(=O)c1sc(NC(=O)CSc2n[nH]c(-c3ccncc3)n2)c(C#N)c1C,-7%,i,-1%,?,-8%,?,0.4,1.6%,-41%
Cc1ccccc1-c1nnc(SCC(=O)Nc2ccc(Cl)cc2)n1N,4%,i,1%,3%,-6%,-19%,-0.7,0.0%,-43%
Nc1cc(Cl)nc(N/N=C/c2ccccc2[N+](=O)[O-])n1,-5%,i,0%,15%,3%,-1%,-2.0,6.0%,-25%
COc1ccc2c(c1OC)C(=O)OC2CC(=O)O (stereo not given),-11%,i,0%,18%,-1%,-3%,-2.1,-0.4%,-17%
O=C(COC(=O)c1ccc[nH]c1=O)Nc1ccc(N2CCCCC2)cc1,-7%,i,-1%,2.3µM*,-1%,0%,-0.8,-3.1%,-6%
COc1ccc(-c2noc(CCC(=O)NCc3cccnc3)n2)cc1,1%,i,2%,2%,-10%,1%,-0.4,1.9%,0%
S=c1[nH]nc(COc2cccc(Cl)c2)n1Cc1ccccc1,?,i,-7%,-19%,0%,?,-0.1,-0.3%,-24%
Cc1cc(C)c(S(=O)(=O)c2ccc(Cl)cc2C)c(Cl)n1,17%,i,2%,-10%,0%,-3%,-1.2,-1.0%,11%
# The results go on:
SMILES,Abeta yeast res,Akt phos inh,MmCpn inh,Nrf2 block,A549 tox,TGFb inhibitor,CCT chaperon mod,Nrf2 ARE act,HepG2 tox
COc1cc(SC)ccc1C(=O)N1CCN(Cc2ccccc2)CC1,0%,i,3%,-29%,1%,-12%,-2.2,1.9%,0%
CCCN(C(=O)/C=C/c1nc2ccccc2s1)C1CCS(=O)(=O)C1 (stereo not given),8%,i,-1%,2%,7%,11%,1.9,5.1%,3%
CCCCn1nc(C(=O)Nc2cc(C(F)(F)F)ccc2N2CCOCC2)ccc1=O,28%,i,1%,-29%,0%,?,-11,-0.8%,-26%
CC1CCCCC1NC(=O)COC(=O)Cc1ccc(Cl)cc1 (stereo not given),7%,i,1%,0%,1%,8%,-1.9,0.3%,1%
COc1cccc(-c2c(C(=O)N/N=C/c3ccncc3)nnn2-c2nonc2N)c1,-6%,i,3%,2%,-1%,0%,0.5,-0.4%,-5%
Cc1ccc(NC(=O)N2CCC(CN3CCCCCC3)CC2)c(Cl)c1,3%,·,·,?,-13%,-1%,·,0.4%,4%
Cn1cnc([N+](=O)[O-])c1Cl,-13%,i,-1%,0%,-3%,9%,-3.1,19%,-3%
CC1(C)Nc2ccccc2C(=O)N1c1ccc(Br)cc1,-10%,i,·,?,-3%,19%,2.0,0.0%,-12%
O=C(C1=NN(c2ccccc2)C2C(=O)N(c3cccc(Cl)c3)C(=O)C12)c1ccccc1 (stereo not given),0%,i,-6%,-10%,0%,2%,0.0,0.0%,-15%
Cc1ccc(/C=C(\C#N)C(=O)NC(C)c2ccccc2)o1 (stereo not given),-24%,i,1%,4%,0%,1%,-0.5,-0.4%,-12%
Cc1ccc(OCC(=O)NCC2(N(C)C)CCCCC2)cc1C,-8%,·,·,-3%,6%,9%,·,-0.1%,-29%
Cc1ccccc1CSc1nnc(-c2ccco2)n1Cc1ccco1,3%,i,-5%,6%,-4%,?,-1.0,-0.1%,-24%
C[C@H]1CN([C@@H](C)CO)C(=O)c2cc(C#CCC3CCCC3)cnc2O[C@@H]1CN(C)C(=O)CC1CC1,9%,i,·,·,·,-22%,-0.8,0.0%,-35%
Cc1ccc(S(=O)(=O)NCCCC(=O)O)cc1,-4%,i,3%,-12%,-1%,2%,-12,-0.5%,0%
C#CC[N+](C)(C)CC#Cc1ccc(C)cc1,2%,i,-11%,?,1%,-9%,-2.0,-1.2%,-34%
CCN(CC)C(=O)Cn1cc(S(=O)(=O)CC(=O)NC2CCCCC2)c2ccccc21,-15%,i,-2%,?,2%,-13%,0.3,-0.6%,15%
COc1cc(NS(=O)(=O)c2ccc(NC(C)=O)cc2)ncn1,-5%,i,0%,·,9%,-3%,-2.2,0.0%,-10%
O=C(O)c1cccn2c(=O)c3ccccc3nc12,-6%,i,-2%,-18%,-3%,1%,-1.4,-0.6%,-2%
CC(=O)c1cccc(-c2ccnc3c2CC(C(=O)Nc2ccc(Cl)cc2)O3)c1 (stereo not given),1%,i,·,·,·,-23%,-3.8,-0.1%[9.22 µM],-13%
O=C(Cc1c(F)cccc1Cl)NCCN1CCOCC1,4%,i,-2%,0%,-1%,23%,0.9,-0.3%,4%
Cc1cc(C)c(OCC(=O)Nc2cccc(NC(=O)c3ccco3)c2)c(Br)c1,10%,i,-10%,?,-15%,?,0.3,-0.5%,-7%
COc1ccc(S(=O)(=O)N2CCN(C(=O)c3ccco3)CC2)cc1C(C)(C)C,-4%,i,-2%,?,7%,-26%,-1.3,-0.3%,-28%
CCOC(=O)c1c(C)oc2nc(C)nc(NCC3CCN(Cc4cc(C)ccc4C)CC3)c12,-12%,·,·,?,4%,12%,·,-0.1%,1%
Cc1ccc(NC(=O)COC(=O)C(NS(=O)(=O)c2ccc(Cl)cc2)C(C)O)cc1C (stereo not given),-27%,i,2%,9%,-4%,-17%,-0.9,15%,-24%
CC(NC(=O)CN(C)CC(=O)Nc1ccc(Cl)cc1)c1ccc(F)cc1 (stereo not given),11%,i,-1%,?,-6%,?,-0.2,1.3%,-26%
CCCNC(=O)c1nnsc1S(=O)(=O)c1ccc(Cl)cc1,-91%[inhibitor],i,-1%,23µM*,?,?,-2.7,-2.7%,18µM*
CC(C)N(C(=O)COC(=O)c1cccc(C(=O)OCC(=O)N(C(C)C)C(C)C)n1)C(C)C,-2%,i,0%,-5%,0%,26%,-0.5,0.4%,21%
CC(C)(C)NC(=O)NC(=O)COC(=O)c1ccc(OC(F)(F)F)cc1,?,i,1%,-4%,2%,6%,0.7,2.8%,0%
COc1ccc(OC)c(NC(=O)c2[nH]c(C)c(C(C)=O)c2C)c1,-22%,i,-15%,12%,3%,-9%,-2.5,23%,-6%
CCCc1noc2c1/C(=N\O)CC(CC(C)SCC)C2 (stereo not given),-2%,·,0%,?,-9%,-15%,-2.3,-0.4%,-22%

# Single records, from the list above:
# CC1(C)Nc2ccccc2C(=O)N1c1ccc(Br)cc1 is listed with Abeta yeast res: -10%; Akt phos inh: i; MmCpn inh: ·; Nrf2 block: ?; A549 tox: -3%; TGFb inhibitor: 19%; CCT chaperon mod: 2.0; Nrf2 ARE act: 0.0%; HepG2 tox: -12%
# Cc1cc(C)c(OCC(=O)Nc2cccc(NC(=O)c3ccco3)c2)c(Br)c1 is listed with Abeta yeast res: 10%; Akt phos inh: i; MmCpn inh: -10%; Nrf2 block: ?; A549 tox: -15%; TGFb inhibitor: ?; CCT chaperon mod: 0.3; Nrf2 ARE act: -0.5%; HepG2 tox: -7%
